Screens as filed in PubChem.
ALOX15B inhib: 15-hLO-2 (ALOX15B) enzyme inhibition | O15296 | purified 15hLO-2, xylenol orange hydroperoxide absorbance | Potency, µM (highest dose often 57.1 µM), without a hit: top-dose activity change, negative = inhibition, actives largely listed as inhibitors | 0.56% of 110,000 active | AID 881; note: potency is the fitted concentration of half-maximal effect; nearly all actives have a fitted effect of over 60% in size; many of its hits are not listed in these tables
Target sequence (O15296 whole entry, looked up): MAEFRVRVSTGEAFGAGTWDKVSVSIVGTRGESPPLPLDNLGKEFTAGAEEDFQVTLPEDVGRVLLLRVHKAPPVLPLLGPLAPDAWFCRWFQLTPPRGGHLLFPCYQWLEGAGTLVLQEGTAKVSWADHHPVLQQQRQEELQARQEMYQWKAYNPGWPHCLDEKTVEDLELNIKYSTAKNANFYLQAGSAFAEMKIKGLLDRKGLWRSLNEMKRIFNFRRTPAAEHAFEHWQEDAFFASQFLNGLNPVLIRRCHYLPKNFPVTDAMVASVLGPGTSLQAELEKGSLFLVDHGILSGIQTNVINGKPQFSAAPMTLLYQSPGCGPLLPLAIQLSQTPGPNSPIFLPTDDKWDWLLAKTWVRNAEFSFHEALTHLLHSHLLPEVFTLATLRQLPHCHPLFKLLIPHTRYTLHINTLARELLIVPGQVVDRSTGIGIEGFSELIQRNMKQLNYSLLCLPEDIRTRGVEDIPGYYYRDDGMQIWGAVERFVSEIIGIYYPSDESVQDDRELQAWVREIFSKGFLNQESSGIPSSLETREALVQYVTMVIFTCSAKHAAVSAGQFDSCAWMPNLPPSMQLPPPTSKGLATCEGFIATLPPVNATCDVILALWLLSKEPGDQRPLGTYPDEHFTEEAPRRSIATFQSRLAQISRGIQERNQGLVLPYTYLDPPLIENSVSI
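Purified human 15hLO-2 (50 nM) preincubated 15 min with compound, then 45 uM arachidonic acid for 90 min at RT in 25 mM Hepes pH 7.5, 0.01% Triton X-100. Hydroperoxide detected by Fe-xylenol orange; 573/405 nm absorbance ratio.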
12-hLO inh: blocks human 12-lipoxygenase activity; Potency, µM (top dose mostly 57.1 µM), for the others: at the highest dose activity change, negative = inhibition, usual class: inhibitors; purified 12-hLO, xylenol orange hydroperoxide absorbance; AID 1452; 0.12% of 150,000 active; P18054; note: potency is the fitted concentration of half-maximal effect; nearly all actives have a fitted effect of over 55% in size; many of its hits are not listed in these tables
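150 nM 12hLO, 25 mM Hepes pH 7.0 + 0.01% Triton X-100; cpd preinc 15 min RT; 40 uM arachidonic acid, 30 min RT; Fe-XO 30 min; A573/A405 ratio as read-out.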
PNC assembly inh: perinucleolar compartment assembly inhibition; activity change (PNC), negative = inhibition, % at 10 µM; AID 2417; 3.1% of 140,000 active; PC3M PTB-GFP, PNC prevalence imaging, 16 h; stronger effect = lower value;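 active = readout at or below -70, meaning at least 70% loss of cells showing the perinucleolar compartment, a nuclear body marking cancer cells; inconclusive = readout between -30 and a set limit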;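 note: plate controls were DMSO wells for no effect and camptothecin positive control wells for full effect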
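Read-out is percentage of cells bearing a perinucleolar compartment, from automated 20x imaging of fixed, Hoechst-stained PC3M PTB-GFP cells. Cells were seeded 4 h, then exposed 16 h to compound (23 nl of library stock) in duplicate plates.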
IMPase inh: IMPase inhibition in cells | P97697 | CHO-M1 cells, IP1 accumulation, HTRF TR-FRET ratio | inhibition (IP1 accumulation), % at 46.1 µM | 120,000 tested, under 10 active; active = well fitted curve in the direction sought with a large enough effect in the signal ratio, not every such curve was filed as active; inconclusive = small, poorly fitted or top-dose-only effect, or a change in a side signal; inactive = no such curve, though single readings can be large or run the other way; the % refers to the signal ratio;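 note: cells stimulated with carbachol in lithium chloride buffer; plate controls were DMSO basal wells for no effect and reference inhibitor wells for full effect; higher means more IMPase inhibition seen as more IP1 and lower FRET ratio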
Target sequence (P97697 whole entry, looked up): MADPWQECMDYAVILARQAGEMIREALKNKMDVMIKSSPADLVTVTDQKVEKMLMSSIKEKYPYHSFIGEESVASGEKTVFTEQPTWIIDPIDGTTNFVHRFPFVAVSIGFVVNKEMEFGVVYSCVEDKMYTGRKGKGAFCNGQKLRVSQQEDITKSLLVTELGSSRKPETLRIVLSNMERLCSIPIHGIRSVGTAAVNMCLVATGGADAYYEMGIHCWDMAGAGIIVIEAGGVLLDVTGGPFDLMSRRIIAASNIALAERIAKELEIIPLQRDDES
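Elevated IP1 in lysates lowers TR-FRET signal (665/620 ratio and 620 channel reported). Cells were CHO-M1, given carbachol (50 uM as added) plus 50mM LiCl, pH 7.4, 30 min, 37C; compounds titrated up to 46 uM; AC50 by Hill equation.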
* marks the source's active call; other numbers are inactive results; ? = inconclusive; nt = not tested or not shown; & = joins results of further samples; [ ] = remark or other dose. Unless noted, calls come from the whole dose curve; as a rule, active = well fitted curve in the direction sought with a large enough effect; inconclusive = small, poorly fitted or top-dose-only effect, or another doubt; inactive = no such curve, though single readings can be large; an effect the other way counts as inactive or inconclusive. Unless noted, % is set by controls: 0 for no effect and ±100 for the full control effect. The list is partial (hit frequency here may not be typical).

Structure,IMPase inh,12-hLO inh,PNC assembly inh,ALOX15B inhib
COC(=O)c1cccc(C23CC4(C2)[C@H](CN(Cc2ccc(C(F)(F)F)cc2)[C@@H]4c2ccccc2)C3c2ccc(C(F)(F)F)cc2)c1 (stereo not given in full),nt,-4.4%,nt,11.3%
CCN(CC)S(=O)(=O)c1ccc(C(=O)NCC(c2cccs2)N2CCOCC2)cc1 (stereo not given),-6.0,-0.3%,-17.5,-1.4%[2.29 µM]
Cc1nc2cc(-c3cccc(Cl)c3)nn2c(N2CCN(C(=O)c3ccco3)CC2)c1C,-6.2,1.3%,31.7,2.6%
Cn1c(=O)c2c(nc(NCCO)n2C)n(C)c1=O,17.0,1.2%,30.4,3.5%
COC(=O)[C@H]1[C@H]2C[C@H]3c4[nH]c5ccccc5c4CCN3C[C@@H]2CC[C@@H]1O,10.7&-5.6,23.3%&-5.4%,nt,9.0%&7.7%
CN1CCN(c2ccc(NC(=O)c3ccc4c(c3)OCO4)cc2)CC1,9.9,-11.8%,-0.3,6.5%
Fc1ccc(-c2nnc(-c3ccc(Cl)cc3Cl)o2)cc1,-6.7,-0.1%,?,nt
CCc1nnc(NC(=O)CSc2nc3c(cc2C#N)CCCC3)s1,?,0.7%,0.9,-14.1%
CCc1c(C)nc(SCCOc2ccc(OC)cc2)[nH]c1=O,6.3,3.3%,?,-5.7%
CC(=O)c1cnn(-c2cc(Oc3ccccc3C)ncn2)c1C,0.9,7.2%,-24.7,0.1%
COc1ccc(Cn2c(C)c(C)c(C#N)c2NC(=O)Nc2ccccc2)cc1,2.0,-4.7%,-29.8,-19.1%
COC(=O)c1sc2ccccc2c1-n1cccc1C(=O)C(=O)Nc1ccc(OC)cc1,-13.0,0.8%,-21.0,-9.4%
CCOC(=O)c1c(C)[nH]c(C(=O)OCC(=O)NC2CCS(=O)(=O)C2)c1C (stereo not given),7.4,3.6%,?,0.7%
Cc1oc(-c2ccccc2F)nc1CS(=O)(=O)CC(=O)N1CCN(Cc2ccccc2)CC1,0.1,3.2%,439.1,nt
CC1CC(C)(C)NC(=S)N1CCCC(=O)N1CCN(c2ccccc2F)CC1 (stereo not given),nt,-13.5%,37.6,nt
CCNC(=S)N1CCN(c2ccc([N+](=O)[O-])cc2)CC1,3.4,-18.7%,13.5,?
Cc1noc(C)c1-c1ccc2ncnc(NCc3ccccc3)c2c1,nt,9.2%,nt,16.2%
O=C(ON=C1CCN(S(=O)(=O)c2ccccc2)CC1)c1ccc(Cl)cc1,1.8,3.0%,-100.0*,nt
COc1ccc(-c2nnc(SCc3cccc(C#N)c3)o2)cc1,9.9,-6.6%,14.2,-8.0%
Cc1ccc(S(=O)(=O)N/N=C/c2cccc3c2OCCO3)cc1,nt,-4.0%,19.7,nt
CCOc1ccc(OCCSc2nc3ccccc3[nH]2)cc1,12.1,4.8%,-92.1*,nt
COc1ccc(OC)c(S(=O)(=O)n2nc(-c3ccccc3)cc2N)c1,-0.8,-2.8%,-14.1,-5.8%
CN1CCN(c2nc(-c3ccc(N(C)C)cc3)nc3ccccc23)CC1,nt,-2.0%,nt,40.2%[activator]
O=[N+]([O-])c1ccc(N2CCN(c3nc(-c4ccc(Cl)cc4)cs3)CC2)cc1,4.6,1.9%,23.3,-15.2%
CCOC(=O)c1ccccc1NC(=O)c1ccc2c(=O)n3c(nc2c1)CCCCC3,-12.9,1.2%,38.9,nt
Cn1c(=O)c2c(ncn2CC(=O)N/N=C/c2ccc(Br)s2)n(C)c1=O,6.8,-0.7%,?,nt
O=C(O)CCCCCNC(=O)CCn1nnc2ccccc2c1=O,-4.3,-0.1%,-3.5,2.4%
CCC(C)C(NC(=O)c1ccccc1NC(=O)c1ccco1)C(=O)NC1CCCCC1 (stereo not given),8.2,-4.2%,10.3,-24.9%
COCCn1c(=S)[nH]c2cc(C(=O)NCC3CCCO3)ccc2c1=O (stereo not given),-2.3,3.1%,46.1,1.7%
NS(=O)(=O)c1ccc(CNC(=O)CCC2CCCCC2)cc1,6.0,4.7%,?,0.0%
CC(=O)Nc1sc2c(c1C(N)=O)CCC2,nt,-5.9%,7.0,nt
C=CCn1c(Cc2ccc(OC)cc2)nnc1SCc1nc2ccccc2c(=O)[nH]1,-9.0,-0.9%,33.9,-1.2%
COCCNC(=O)c1cn(C)c2ccc(S(=O)(=O)N(C)C3CCCCC3)cc2c1=O,8.1,-3.6%,35.6,6.9%
O=C(Nc1cccc(Oc2c(F)c(F)c(F)c(F)c2F)c1)N1C[C@@H]2C[C@@H](C1)c1cccc(=O)n1C2,9.1,-6.8%,?,-0.2%
Cc1cccc(Nc2nnc(SCC(=O)NC3CCCc4ccccc43)s2)c1 (stereo not given),nt,1.0%,?,nt
COc1ccc(C2C3CCCCC3(O)CCN2C(=O)c2cccs2)cc1 (stereo not given),nt,0.5%,-28.4,nt
Cc1cc(OCC(=O)Nc2ccncc2)cc(C)c1Br,17.8,7.7%,-16.5,34.2%[activator]
Cc1sc(N)c(C(=O)c2cccc(C(F)(F)F)c2)c1C,6.8,-16.6%,nt,-29.9%
CCc1cccc(CC)c1N1C(=O)c2cc(N3CCOCC3)c([N+](=O)[O-])cc2C1=O,nt,2.8%,-27.6,nt
CCOc1ccc(C(=O)NCC(=O)OCC(=O)Nc2ccccc2OC)cc1,3.1,-4.7%,-2.7,-2.9%
CCOC(=O)c1c(COc2ccccc2)oc2ccc(O)cc12,11.5,5.5%,?,2.4%
COCC(=O)c1[nH]c2ccccc2c1C,14.8,-4.4%,-13.5,21.5%
COC(=O)c1ccc(Cl)c(NC(=O)CN(c2ccccc2)S(=O)(=O)c2ccc(OC)cc2)c1,-4.4,-1.8%,?,nt
COc1ccc(Cc2nc(C(=O)Nc3ccc(F)cc3)cs2)cc1,4.5,-13.2%,?,0.9%
CC(=O)CC(C)(C)S(=O)(=O)c1ccc(NC(C)=O)cc1,2.3,0.1%,?,nt
CC(=O)N1CCN(c2ccccc2NC(=O)COc2ccc(Br)cc2)CC1,4.0,4.4%,23.7,nt
CC(=O)c1cnc(N(C)C)s1,-9.5,22.2%,3.3,nt
CC(C)(C)NC(=O)CSc1nncn1-c1ccccc1,3.9,0.3%,18.8,3.7%
Oc1ccc(Nc2nc(-c3ccc(Cl)cc3)cs2)cc1,nt,-17.7%,nt,-21.3%
Cc1cnc(NC(=O)CSc2ccc(Cl)cc2)s1,4.5,-5.9%,?,14.2%

(more compounds)
Structure,IMPase inh,12-hLO inh,PNC assembly inh,ALOX15B inhib
Cc1ccccc1Nc1nc(N)nc(CN(C)Cc2ccccc2Cl)n1,nt,-0.2%,-24.2,nt
CC1C/C(=C/c2cccs2)C(=O)/C(=C/c2cccs2)C1 (stereo not given),nt,-4.5%,-113.4*,nt
COc1ccc(CNC(=O)C2CCN(C(=O)[C@@H](CC(C)C)NC(=O)OC(C)(C)C)CC2)cc1,-6.0,-4.8%,-14.4,3.9%
CCCCn1c(=O)c(CC(C)=O)nc2ccccc21,nt,0.9%,46.1,nt
CN(C)c1ccc(C=Nc2ccc(N(C)C)cc2)cc1,42.6[activator],-14.6%,40.6,nt
CCSc1nnc(NC(=O)C2CCCCC2)s1,?,-1.3%,-14.7,-29.0%
CC(=O)Cc1ccccc1OC(=O)c1ccco1,7.0,-0.4%,18.7,-3.2%
COc1ccc(NC(=O)Cn2c(=O)sc3ccccc32)c(OC)c1,-0.7,-0.6%,29.6,-6.2%
COc1ccccc1NS(=O)(=O)c1cc(NC(=O)c2cccs2)ccc1N1CCCC1,nt,-0.5%,24.1,nt
C=CCOc1c(OC)cc(/C=N/Nc2cccc(C(=O)O)c2)c(Br)c1Br,nt,-4.8%,-21.1,nt
COc1ccccc1/C=C/C=N/n1c(-c2cc(C)[nH]n2)n[nH]c1=S,nt,-2.9%,7.6,nt
COc1ccc(NC(=S)N2CCOCC2)c(OC)c1,nt,-1.1%,34.7,nt
COCCn1c(=O)c(-c2cccs2)nc2cnc(Nc3ccccc3)nc21,nt,-0.8%,nt,2.1%
CCOC(=O)c1ccccc1-n1c(C)cc(C2N=C(N)Nc3nc4ccccc4n32)c1C (stereo not given),11.0,-3.9%,-17.1,47.0%[activator]
CSc1ncccc1C(=O)OCc1ccc(COC(=O)c2cccnc2SC)cc1,-11.0,5.7%,-107.5*,2.6%
O=C(NCc1cccs1)c1cc(-c2ccccc2)on1,14.3,-5.6%,9.1,-5.5%
CNc1ccc(Br)cc(C(=O)/C=C/c2ccc3c(c2)OCO3)c1=O,4.9,?,42.4,?
COC(=O)c1ccccc1NC1OC(=O)c2ccccc21 (stereo not given),-4.1,-1.1%,23.4,-1.8%
Cc1ccc(NC(=O)c2cccs2)cc1,-5.6,5.8%,-9.3,2.9%
CCC/C=C(\CCC)C(NP(=O)(c1ccccc1)c1ccccc1)c1ccc(-c2ccccc2)cc1 (stereo not given),nt,-10.4%,nt,35.0%[activator]

Complete entries, looked up by structure.
COc1ccc(CNC(=O)C2CCN(C(=O)[C@@H](CC(C)C)NC(=O)OC(C)(C)C)CC2)cc1 across the screens: IMPase inh: -6.0; 12-hLO inh: -4.8%; PNC assembly inh: -14.4; ALOX15B inhib: 3.9%
COCCn1c(=S)[nH]c2cc(C(=O)NCC3CCCO3)ccc2c1=O (stereo not given) across the screens: IMPase inh: -2.3; 12-hLO inh: 3.1%; PNC assembly inh: 46.1; ALOX15B inhib: 1.7%

More structures follow.
Structure,IMPase inh,12-hLO inh,PNC assembly inh,ALOX15B inhib
S=C(NCc1ccccn1)Nc1ccc(Cl)cc1Cl,3.6,-6.9%,100.9,-19.3%
CCn1cc(C2C(C(=O)Nc3ccc(Br)cn3)=C(C)NC3=C2C(=O)CCC3)c(C)n1 (stereo not given),nt,-2.2%,67.9,nt
CCN1CCN(c2nc(-c3ccccc3)nc3ccccc23)CC1,nt,0.4%,35.5,nt
COc1ccc(CNc2nc(S(=O)(=O)c3ccccc3)c(Cl)s2)cc1OC,3.6,-0.7%,-4.1,nt
O=C(O)c1cncc(C(=O)O)c1,nt,-1.9%[11.4 µM],nt,-6.1%[11.4 µM]
COC(=O)[C@H]1C[C@@H]1[C@H](NC(=O)Oc1ccc(F)cc1)c1ccccc1,nt,-3.8%,nt,-3.1%
Fc1ccc(C2CC(c3ccco3)n3ncnc3N2)cc1 (stereo not given),-7.6,1.4%,-14.6,nt
CCc1c(C)sc(NC(=O)OC)c1C(=O)N1CCCCC1,-4.9,-3.8%,-11.0,-4.5%
CC(C)CNC(=O)c1ccccc1SCC(=O)NC12CC3CC(CC(C3)C1)C2,10.6,4.1%,?,nt
COc1cc(NC(=O)Cc2ccc([N+](=O)[O-])cc2)c(C(=O)O)cc1OC,1.2,-0.7%,45.5,nt
CCOC(=O)c1c(CN2CCCCC2C)oc2ccc(OC)cc12 (stereo not given),9.5,-3.1%,-8.1,12.0%
C=CCn1c(=O)c2c3c(sc2n2c(Nc4ccc(OC)cc4)nnc12)CCCC3,-5.8,-8.4%,38.2,?
Cc1ccnc(N2C(=O)OC(C)(C)C2(C)O)c1 (stereo not given),9.7,5.4%,50.8,1.7%
Cc1ccc(C(=O)NNC(=S)NC(=O)c2ccc(Cl)cc2)cc1,-8.7,?,69.5,-12.8%
CC1(C)S[C@@H]2[C@H](C(=O)O)N=C(Cc3ccccc3)N2[C@H]1C(=O)O,nt,-2.7%[11.4 µM],nt,32.6%[activator][11.4 µM]
OB(O)c1cc2ccccc2o1,nt,-3.1%,nt,2.8%
O=C(CCn1c(=O)sc2ccccc21)NCc1ccco1,-4.4,3.4%,?,nt
